ELG1 genotox: inducers of genotoxicity in HEK293T ELG1-luciferase cells. HEK293T ELG1-luciferase reporter, luminescence, 16 h. 330,000 tested, 1.3% active. Potency, µM (top dose mostly 46 µM), for inactives: top-dose activity change, positive = activation, usual class: activators; also: potency is read from the fitted curve at half-maximal effect; % of control where 0% means no effect; nearly all actives have a fitted effect of over 60% in size
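After overnight (16 hr) compound treatment at 37 °C, ELG1-luciferase HEK293T cells were lysed with ONE-Glo; luminescence quantified 30 min later at room temperature.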
Rab9 prom act: activates the Rab9 promoter; Huh7 Rab9 promoter-luciferase reporter, luminescence, 24 h; 320,000 tested, 2.8% active; Potency, µM (top dose mostly 9.22 µM), for inactives: at the highest dose activation, negative = inhibition, actives largely listed as activators; also: potency is read from the fitted curve at half-maximal effect; % of control where 0% means no effect; nearly all actives have a fitted effect of over 60% in size
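Cells were plated at 1500 per well in reduced-serum medium with 10% FBS and left 2 h. Compound in DMSO was then added for 24 h at 37 °C. Reporter signal was read by luminescence after 10 min with luciferase detection reagent.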
Menin-MLL TR inh: displaces Texas Red mutant MLL peptide from human menin | Menin + Texas Red MLL mutant peptide, fluorescence polarization | Potency, µM (series often up to 61.6 µM), for inactives: at the top dose FP activity change, negative = inhibition, hits mostly inhibitors | 270,000 tested, 0.23% active | AID 1768; active = well fitted inhibition curve with a large enough effect in the polarisation, with a control signal flat, not every such curve was filed as active; inconclusive = small, poorly fitted or top-dose-only effect, or effect the other way, or a change in a side signal; inactive = no such curve, though single readings can be large or run the other way; the % refers to the polarisation; also: potency is read from the fitted curve at half-maximal effect; % of control where 0% means no effect; many of its hits are not listed in these tables
PKM2 act: PKM2 (human) enzyme activation; P14618; purified PKM2, Kinase-Glo ATP luminescence, activation; response scale: 0% is enzyme alone, no compound; Potency, µM (top dose mostly 57.5 µM), without a hit: at the highest dose activation, usual class: activators; 260,000 tested, 0.34% active; also: potency is read from the fitted curve at half-maximal effect; % is scaled to controls: 0 for no effect and ±100 for the full control effect; nearly all actives have a fitted effect of over 55% in size
Target sequence (P14618 whole entry, looked up): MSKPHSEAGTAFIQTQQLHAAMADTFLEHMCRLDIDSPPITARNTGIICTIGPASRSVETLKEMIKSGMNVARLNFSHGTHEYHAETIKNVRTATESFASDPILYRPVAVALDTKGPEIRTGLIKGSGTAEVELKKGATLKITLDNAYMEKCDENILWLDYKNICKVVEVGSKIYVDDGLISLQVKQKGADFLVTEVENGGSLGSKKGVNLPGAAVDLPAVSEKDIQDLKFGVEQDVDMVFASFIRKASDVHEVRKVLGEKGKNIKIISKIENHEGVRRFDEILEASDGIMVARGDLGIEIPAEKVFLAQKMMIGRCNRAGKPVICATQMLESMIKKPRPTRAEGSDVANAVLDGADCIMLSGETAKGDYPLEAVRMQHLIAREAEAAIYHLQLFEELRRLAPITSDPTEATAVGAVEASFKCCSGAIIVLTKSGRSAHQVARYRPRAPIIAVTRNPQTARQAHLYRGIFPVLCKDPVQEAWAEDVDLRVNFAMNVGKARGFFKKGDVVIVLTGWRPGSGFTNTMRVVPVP
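Purified hPK-M2 (>95%) run at intermediate activity with 0.1 mM ADP and 0.5 mM PEP in 50 mM imidazole pH 7.2, KCl, MgCl2; 1 h room temperature. ATP formed read by Kinase-Glo luminescence; normalized to uninhibited and no-enzyme controls.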
NPC1 prom act: NPC1 promoter activation | Huh7 NPC1 promoter luciferase reporter, 24 h | AID 485313 | Potency, µM (top dose mostly 9.22 µM), inactives show at the top dose activation, hits mostly activators | 320,000 tested, 2.4% active;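 also: potency is read from the fitted curve at half-maximal effect; % of control where 0% means no effect; nearly all actives have a fitted effect of over 60% in size; reporter is driven by a mutant NPC1 promoter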
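Huh7 reporter cells (NPC1 promoter driving luciferase) are dosed with compound for 24 h at 37 °C, 5% CO2; luciferase detection reagent is then added and luminescence measured after 10 min at ambient temperature.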
Giardia kill: kills Giardia lamblia; activity change, % at 7.66 µM, hits read low; Giardia lamblia trophozoite viability; AID 540267; 340,000 tested, 0.15% active; in the data active = activity change below about -80%; inconclusive = between about -30% and that limit;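 also: parasites exposed to compound for two days anaerobically before the ATP read; % is scaled to controls: 0 for no effect and ±100 for the full control effect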
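Viability, read as ATP luminescence: trophozoites at 100 cells/well, compound added, 48 hrs anaerobic at 37 deg C, then 15-30 min room-temperature development before reading.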
FLuc modulator: firefly luciferase modulation, counter-screen for miR-21 project | AID 588342 | P08659 | 360,000 tested, 6.9% active | Potency, µM (top dose mostly 57.5 µM), for inactives: top-dose activity change, negative = inhibition, actives largely listed as inhibitors | purified FLuc, Km substrates, luminescence inhibition;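 also: potency is read from the fitted curve at half-maximal effect; plate controls were vehicle for no effect and reference inhibitor for full effect; nearly all actives have a fitted effect of over 55% in size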
Target sequence (P08659 whole entry, looked up): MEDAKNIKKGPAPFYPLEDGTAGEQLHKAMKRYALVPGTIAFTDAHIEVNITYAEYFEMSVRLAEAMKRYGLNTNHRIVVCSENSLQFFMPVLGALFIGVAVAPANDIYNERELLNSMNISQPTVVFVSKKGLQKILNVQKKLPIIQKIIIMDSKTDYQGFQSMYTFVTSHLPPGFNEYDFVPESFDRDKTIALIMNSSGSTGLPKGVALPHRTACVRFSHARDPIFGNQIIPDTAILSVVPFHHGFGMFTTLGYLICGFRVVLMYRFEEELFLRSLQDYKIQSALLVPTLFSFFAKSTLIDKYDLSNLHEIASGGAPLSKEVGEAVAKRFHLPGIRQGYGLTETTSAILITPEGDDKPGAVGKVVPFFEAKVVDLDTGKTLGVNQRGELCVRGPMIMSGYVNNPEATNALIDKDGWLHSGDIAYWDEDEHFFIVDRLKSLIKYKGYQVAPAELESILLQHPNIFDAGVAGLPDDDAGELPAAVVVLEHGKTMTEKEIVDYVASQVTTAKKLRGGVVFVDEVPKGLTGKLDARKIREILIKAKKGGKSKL
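Biochemical qHTS of compounds, final roughly 60 µM downward over six points, against 10 nM purified firefly luciferase using Km concentrations of substrates (10 uM D-luciferin, 10 uM ATP) in Tris acetate pH 7.5 buffer; luminescence output.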
BRCA1 expr up: increases BRCA1 expression | MCF7-BRCA1-FFLuc reporter, luminescence, 48 h; response scale: scaled: vehicle 0%, 10 µM genistein 100% | Potency, µM (doses to about 46.1 µM), without a hit: at the top dose activation, most hits filed as activators | 380,000 tested, 1.1% active | AID 624202; also: potency is read from the fitted curve at half-maximal effect; nearly all actives have a fitted effect of over 80% in size; some results filed as inactive show a strong effect at the top dose
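MCF7-BRCA1-FFLuc cells, 2000/well in phenol-red-free MEM, attached 2 h then treated 48 h at 37 C. Luciferase luminescence read 15 min after reagent; normalized to genistein maximum activation (10microM) and DMSO, concentration-response fitted.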
VP16 counter: inhibits Gal4-VP16 luciferase reporter, ROR gamma counter-screen | Drosophila S2 Gal4-VP16 UAS-luciferase, luminescence, 20 h | Potency, µM (highest dose often 53.6 µM), inactives show at the highest dose activity, negative = inhibition, usual class: inhibitors | 310,000 tested, 3.5% active;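 also: Gal4-VP16 expression switched on by copper sulfate through the metallothionein promoter; potency is read from the fitted curve at half-maximal effect; % is scaled to controls: 0 for no effect and ±100 for the full control effect; nearly all actives have a fitted effect of over 50% in size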
RORgamma inh: inhibitors of mouse ROR gamma transcriptional activity | Drosophila S2 Gal4-RORgamma UAS-luciferase reporter, 20 h | P51450 | Potency, µM (top dose mostly 53.6 µM), inactives show at the top dose activity change, negative = inhibition, most hits filed as inhibitors | 310,000 tested, 5.4% active; also: potency is read from the fitted curve at half-maximal effect; % is scaled to controls: 0 for no effect and ±100 for the full control effect; nearly all actives have a fitted effect of over 60% in size
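Luminescence from a UAS-regulated Photinus luciferase reporter in stably transfected Drosophila Schneider cells is measured; decreased signal marks ROR gamma inhibition. Fusion expression is induced by 700 uM copper sulfate for 20 hr.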
p53 reactivation: restores transcriptional activity of mutant p53; AID 504706; Potency, µM (titrated, usually from 92.2 µM), inactives show at the highest dose activity change, positive = activation, usual class: activators; 320,000 tested, 0.063% active; H1299 p53-A138V BP100-luciferase reporter, luminescence, 24 h; also: potency is read from the fitted curve at half-maximal effect; % of control where 0% means no effect; nearly all actives have a fitted effect of over 45% in size
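p53-null H1299 cells stably carrying temperature-sensitive p53-A138V and a BP100-luciferase reporter were pinned with compounds (4-point, 1:5 series) and held 24 hrs at 37 deg C. Luminescence was read 10 min after detection reagent.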
* hit, by the source's call; u = inconclusive; x = not tested or not shown; [ ] = another dose, or the depositor's remark. Unless noted, calls follow the shape of the dose curve; as a rule, active = well fitted curve in the direction sought with a large enough effect; inconclusive = small, poorly fitted or top-dose-only effect, or another doubt; inactive = no such curve, though single readings can be large; an effect the other way counts as inactive or inconclusive. Not all compounds are listed. The share of hits here may be higher or lower than overall.

SMILES | ELG1 genotox | Rab9 prom act | Menin-MLL TR inh | PKM2 act | NPC1 prom act | Giardia kill | FLuc modulator | BRCA1 expr up | VP16 counter | RORgamma inh | p53 reactivation
O=C(NN1C(=O)c2ccccc2NC1c1ccco1)c1ccccc1 (centres undefined) | 0% | 30% | -4% | 1% | 22% | -7 | -9% | 45% | -3% | 43% | 1%
COC(=O)C1=C(C)NC(C)=C(C(=O)OCC2CCCO2)C1c1cccc(Br)c1 (centres undefined) | -7% | -1% | x | 0% | -1% | 25 | 1% | -39% | -11% | 13% | -58%[inhibitor]
O=C(Cn1c(=O)n(Cc2ccco2)c(=O)c2ccccc21)Nc1cccc(Cl)c1 | -29% | -3% | u | -9% | 0% | -5 | 0% | 0% | -16% | 33% | -5%
C=CCNC(=O)c1onc(CSc2ccc(F)cc2)c1C(=O)NCCOC | -4% | -3% | 4% | 24% | -1% | 8 | 0% | 0% | -2% | 32% | 3%
CN(C)S(=O)(=O)c1ccc(C(=O)OCC(=O)NCc2ccccc2)cc1 | 5% | 2% | -9% | -2% | -8% | 11 | 0% | 3% | 0% | -20% | -1%
CCc1ccc(/C=C2/SC(=S)N(CCC(=O)Nc3cccnc3)C2=O)cc1 | 17% | -9% | 7% | 4% | -1% | -12 | 0.85µM* | -32% | x | x | x
CCN(CC(=O)Nc1c(F)cccc1F)C(=O)c1ccc(S(=O)(=O)N2CCC(C)CC2)cc1 | -4% | -2% | x | x | 4% | 2 | -2% | -18% | x | x | -7%
CCN(CC)c1ccc(NC(=O)C2CCC(CNc3c(N4CCCC4)c(=O)c3=O)CC2)c(C)c1 (centres undefined) | -3% | -3% | x | 5% | -2% | -4 | -1% | -9% | 1% | -11% | -3%
Cc1cccc(NC(=O)CNC(=O)CCc2nc3sc4c(c3c(=O)[nH]2)CCCC4)c1C | 7% | -8% | x | x | 0% | -2 | -1% | -17% | x | x | 19%
CCOC(=O)c1cnc(Cc2ccccc2)[nH]c1=O | 0% | 0% | -13% | -4% | 3% | -10 | -2% | 6% | -11% | -1% | x
COc1cc(CCC(=O)OCC(=O)Nc2nc(C)c(Cl)cc2Cl)cc(OC)c1OC | 3% | -6% | x | 1% | -4% | -9 | 1% | 5% | -5% | -2% | -1%
CCOc1ccc(CN(C)C(=O)CCN2C(=O)c3ccccc3C2=O)cc1OC | 2% | -2% | -11% | 1% | 0% | 18 | -2% | -9% | -7% | 10% | -4%
CN(C)C(=O)CSc1nc(SCC(=O)N(C)C)n(-c2ccccc2)n1 | 0% | -5% | 20% | 3% | -2% | -3 | -39% | 9% | 1%[0.365 µM] | -13% | 2%
COc1ccc(Cn2nnnc2C(c2ccc3ncccc3c2)N2CCN(C3CCCCC3)CC2)cc1 (centres undefined) | -2% | -4% | x | -2% | -5% | -5 | 3% | -34% | -2% | -1% | 1%
COc1ccc(CCNS(=O)(=O)c2ccc(-n3cnnn3)cc2)cc1OC | -12% | 2% | 14% | 2% | -7% | 20 | 1% | -11% | 1% | 0% | 9%
CC1=C(C(=O)Nc2ccccc2)C(c2ccncc2)C(C#N)=C(SCC(=O)NC2CC2)N1 (centres undefined) | 5% | -4% | 1% | 0% | 1% | -4 | 0% | 15% | -8% | -12% | 2%
Cc1ccc(C(=O)c2ccc(N3CCN(C)CC3)c([N+](=O)[O-])c2)cc1 | -1% | 8% | -13% | 5% | 9% | 13 | u | 1% | 8% | 30% | 13%
CCNc1nc(NCC)n2c(SCC(=O)Nc3ccc(CC)cc3)nnc2n1 | 0% | -5% | x | x | -1% | -14 | -3% | -33% | x | x | -7%
CCCCC(=O)Nc1ccc(NC(=O)c2ccc([N+](=O)[O-])cc2Cl)cc1OC | 2% | 6% | -8% | 2% | 8% | -2 | -13% | 59% | 9% | 11% | 8%
c1ccc2[nH]c(-c3cnco3)cc2c1 | 0% | 5% | 17% | 1% | 3% | u | -12% | 0% | 15% | 18% | x
O=C(CC1NCCNC1=O)OCCCc1ccccc1 (centres undefined) | 6% | 3% | 4%[11.7 µM] | -17% | -1% | 24 | 5% | 2% | 16% | 3% | 1%
COc1ccc(N(CC(O)Cn2c(C)nc3ccccc32)S(=O)(=O)c2ccc(C)cc2)cc1 (centres undefined) | -3% | -3% | -24% | 10% | 1% | 11 | 9% | -18% | u | 5% | -9%
O=C(NCCC1=CCCCC1)C(=O)NCC(c1ccco1)N1CCN(c2ccc(F)cc2)CC1 (centres undefined) | 3% | -10% | 0% | -4% | -11% | 8 | 3% | -61% | -15% | -3% | 7%
Cc1ccc(C)n1CCN1CCN(C(=O)CSc2nc3ccccc3nc2N2CCOCC2)CC1 | 8% | -8% | -20% | 2% | -7% | 3 | 0% | -20% | 0% | 3% | 22%
O=C1CCC(=O)c2oc3ccccc3c2N1 | 0% | 4% | 3% | -1% | -1% | -5 | 0% | 15% | 0% | 12% | 3%
New compounds follow:
SMILES | ELG1 genotox | Rab9 prom act | Menin-MLL TR inh | PKM2 act | NPC1 prom act | Giardia kill | FLuc modulator | BRCA1 expr up | VP16 counter | RORgamma inh | p53 reactivation
CC(C)N(CCCNC(=O)c1nn(C)c2c1CS(=O)(=O)c1ccccc1-2)Cc1ccccc1 | 0% | -3% | x | x | -6% | 16 | 3% | 9% | 2% | -29% | -1%
C[N+](C)(CCOc1ccccc1)Cc1ccccc1 (tested in a mixture with another compound) | -11% | 4% | x | -14% | 0% | -5 | u | 6% | 3% | 5% | 0%
C/C(=N/NC(=O)C1COc2ccccc2O1)c1ccc(Br)s1 (centres undefined) | -1% | 1% | x | -1% | -2% | -22 | 2% | -19% | -21% | u | 6%
O=C(CCn1nc(-c2ccc(Cl)cc2)ccc1=O)NCCCN1CCCCCC1 | x | x | -18% | 0% | x | -1 | -1% | -14% | 11% | -23% | x
Cc1cc(NC(=O)c2ccco2)sc1C | u | 2µM* | x | x | 2µM* | -15 | 5.4µM* | u | x | x | u
C/C(=N\NC(=S)NC(C)C)c1ccc(C(C)(C)C)cc1 | -6% | 9% | -9% | -3% | -7% | 17 | -3% | -3% | 4µM* | 1µM* | 17%
CC(c1ccccc1)N(C)CC(=O)NC(=O)NCCC1=CCCCC1 (centres undefined) | 1% | -3% | x | x | -4% | 16 | 2% | -29% | x | x | 8%
O=C(c1ccco1)N1CCN(S(=O)(=O)c2cccc(Cl)c2)CC1 | 2% | 0% | -3% | 15% | -2% | 11 | 5% | -1% | -5% | 4% | x
CCC(C)[C@H]1COCCS(=O)(=O)N1Cc1ccc(Br)cc1 (some centres undefined) | -7% | 3% | 18% | -2% | 0% | 12 | 0% | -27% | 0% | -18% | 7%
COc1cccc(CN2CCNC(=O)C2CC(=O)NCCc2cccc(C)n2)c1OC (centres undefined) | 0% | 0% | -19% | -3% | -6% | 5 | 0% | -9% | -5% | -20% | 3%
Cc1ccc2c(c1)[nH]c1c(N3CCN(Cc4ccccc4)CC3)ncnc12 | -7% | -20% | 5% | -8% | -15% | 5 | u | -88% | 3.2µM* | u | 6%
O=C(Cn1ncc2c(=O)oc3ccccc3c21)NCCCN1CCCC1=O | 2% | 7% | 9% | -1% | -1% | -3 | -2% | 0% | -24% | 8% | 0%
O=C(CSCc1ccc(Br)cc1)NC1CC1 | 1% | u | -1% | -1% | 0% | 0 | -6% | -3% | 10%[10 µM] | 1% | 8%
CN(C)S(=O)(=O)c1ccc(Cl)c(NC(=O)CN2C(=O)NC(C)(C3CC3)C2=O)c1 (centres undefined) | -4% | 0% | x | 8% | 1% | 2 | 5% | -2% | -1% | -1% | 0%
CCOC(=O)c1cnc2c(C#N)c(C)nn2c1-c1ccccc1 | -3% | -1% | -4% | 1% | 1% | -25 | -1% | -15% | -3% | -42% | -2%
COc1cccc(NC(=O)NCc2ccccc2F)c1 | u | u | -6% | u | 22% | -10 | 17µM* | u | 2% | u | 1%
CCOc1cc(/C=N/Nc2cc(C)nc(-n3nc(C)cc3C)n2)ccc1O | 0% | -41%[inhibitor] | x | -8% | -42%[inhibitor] | 11 | -1% | -75% | 18µM* | u | 0%
Cn1c(N)c(C(=O)COC(=O)c2ncc(Cl)c(Cl)c2Cl)c(=O)n(C)c1=O | u | 9% | 4% | -6% | -1% | -5 | -1% | -33% | 5% | -34% | 1%
CC(C)NS(=O)(=O)c1ccc(OCC(=O)Nc2cccc(F)c2)cc1 | -3% | 1% | -7% | 27% | 0% | 10 | 1% | 8% | -2% | 0% | -3%
O=C(N1CCOCC1)C1(c2ccc(Cl)cc2)CCCC1 | -1% | -4% | x | -1% | -2% | -2 | u | 8% | -7% | -23% | 0%
